Compound activity as filed in PubChem BioAssay.
Cycloheximide cs = counter-screen for Shiga toxin inhibitors: cycloheximide protein synthesis inhibition. 12% of 300,000 active. cell reporter, cycloheximide protein synthesis inhibition counterscreen. max response, %. AID 2314; in the data active = max response mostly above about 13%, no sharp cut-off; inactive = mostly below about 14%; also: read at 38.3 µM for the half of the compounds with a filed dose; 0% is about no effect
Giardia FBPA inh = inhibitors of Giardia lamblia fructose-1,6-bisphosphate aldolase | 0.71% of 290,000 active | purified Giardia FBPA | Potency, µM (titrated, usually from 59.6 µM), for the others: top-dose activity, negative = inhibition, most hits filed as inhibitors; also: potency is read from the fitted curve at half-maximal effect; % is scaled to controls: 0 for no effect and ±100 for the full control effect; nearly all actives have a fitted effect of over 55% in size
Target sequence (A8B2U2 whole entry, looked up): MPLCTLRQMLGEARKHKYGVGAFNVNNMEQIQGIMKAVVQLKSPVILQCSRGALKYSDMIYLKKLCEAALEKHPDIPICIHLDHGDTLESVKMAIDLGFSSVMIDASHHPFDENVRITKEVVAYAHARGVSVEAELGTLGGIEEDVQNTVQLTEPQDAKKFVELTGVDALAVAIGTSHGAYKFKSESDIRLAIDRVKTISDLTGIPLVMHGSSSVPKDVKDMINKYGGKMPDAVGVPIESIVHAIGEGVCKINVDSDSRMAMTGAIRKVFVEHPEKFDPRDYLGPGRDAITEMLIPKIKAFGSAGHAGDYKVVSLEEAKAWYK
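Giardia FBPA (40 nM reagent) was preincubated 10 min at RT with compound (up to 57.5 uM final), then substrate plus GAPDH/TPI/NAD/arsenate coupling system with diaphorase/resazurin was added; resorufin fluorescence (525/598 nm) was read after 20 min.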
Pf growth 96h = P. falciparum growth inhibition at 96 hour, primary screen for plastid delayed-death inhibitors | 6.9% of 320,000 active | Potency, µM (highest dose often 28.7 µM), inactives show at the highest dose activity change, negative = inhibition, actives largely listed as inhibitors | P. falciparum luciferase reporter growth, 96 h; also: potency is read from the fitted curve at half-maximal effect; % is scaled to controls: 0 for no effect and ±100 for the full control effect
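Two-generation exposure (96 h) targets delayed-death phenotype. Reporter parasites carrying integrated firefly luciferase, in red cells at 2% hematocrit and 0.05% parasitemia final, kept at 37 C, 5% CO2; luminescence loss indicates inhibition.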
Shiga toxin inh = blocks Shiga toxin action in Vero cells; Vero cells, Shiga toxin protein synthesis inhibition reporter; inhibition, % at 38.7 µM; 9.2% of 290,000 active; AID 2315; in the data active = inhibition mostly above about 28%, no sharp cut-off; inactive = mostly below about 43%; also: 0% is about no effect
HCV inhibitor = HCV inhibition | Huh7.5.1 HCVcc-Cre infection, luciferase reporter, 44 h | 3.4% of 340,000 active | Potency, µM (titrated, usually from 41.8 µM), without a hit: top-dose activity change, negative = inhibition, most hits filed as inhibitors | AID 651820; also: potency is read from the fitted curve at half-maximal effect; % is scaled to controls: 0 for no effect and ±100 for the full control effect
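Seed cells (1,000/well) for 4 h; treat with compound and infect with HCVcc-Cre, moi about 0.5. Incubate 44 h, then detect luciferase activity.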
Pf growth 48h = inhibits P. falciparum growth in the first generation, 48 h; P. falciparum luciferase growth in erythrocytes, 48 h; Potency, µM (titrated, usually from 28.7 µM), for inactives: top-dose activity change, negative = inhibition, hits mostly inhibitors; 5.9% of 310,000 active; AID 504832; also: potency is read from the fitted curve at half-maximal effect; % is scaled to controls: 0 for no effect and ±100 for the full control effect
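Growth was read as firefly luciferase luminescence after a 48 h, 37 C, 5% CO2 exposure of compounds to reporter-bearing P. falciparum cultures (0.1% parasitemia, 2% hematocrit final) in Albumax-supplemented RPMI 1640.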
Starred values were filed as active, the others as inactive; ? = inconclusive; / = not tested or not shown; & = joins results of further samples; [ ] = another dose, or the depositor's remark. Unless noted, calls follow the shape of the dose curve; as a rule, active = well fitted curve in the direction sought with a large enough effect; inconclusive = small, poorly fitted or top-dose-only effect, or another doubt; inactive = no such curve, though single readings can be large; an effect the other way counts as inactive or inconclusive. Compounds were not picked by outcome; 24% or so of the library scored in one or more.

Sample of the layout (2 entries):
SMILES	Cycloheximide cs	Giardia FBPA inh	Pf growth 96h	Shiga toxin inh	HCV inhibitor	Pf growth 48h
CCS(=O)(=O)Nc1cc2c3c(c1)CCC(=O)N3CCC2	16	7%	?	-18	-8%	-15%
O=C(Cc1ccc(Cl)cc1)Nc1cc(S(=O)(=O)N2CCOCC2)ccc1N1CCCC1	-3	-9%	0%	-3	-16%	-45%

The whole of this part, from the first entry:
SMILES	Cycloheximide cs	Giardia FBPA inh	Pf growth 96h	Shiga toxin inh	HCV inhibitor	Pf growth 48h
CCS(=O)(=O)Nc1cc2c3c(c1)CCC(=O)N3CCC2	16	7%	?	-18	-8%	-15%
O=C(Cc1ccc(Cl)cc1)Nc1cc(S(=O)(=O)N2CCOCC2)ccc1N1CCCC1	-3	-9%	0%	-3	-16%	-45%
Cc1[nH]n(-c2ccccc2)c(=O)c1C1(C(F)(F)F)C(=O)N(c2ccc(F)cc2)C2=C1C(=O)CC(C)(C)C2 (stereo unspecified)	3	-2%	/	-16	14%	?
CC(=O)c1ccc(NC(=O)NC2CC(=O)N(c3ccc4c(c3)OCCO4)C2)cc1 (stereo unspecified)	/	/	?	/	-2%	?
COc1cc(NC(C)CCCN)c2ncccc2c1Oc1ccccc1 (stereo unspecified)	-4	?	2.1µM*	-5	7.9µM*	?
COCCn1c(C)cc(C(=O)CSc2cc(C)c3ccc(OC)cc3n2)c1C	18*	-2%	?	34	?	-13%
CSc1nc(C)cc(SCC(=O)N/N=C/c2ccccc2)n1	0	2%	-19%	-7	-9%	-4%
O=[N+]([O-])c1ccc(N=Nc2ncc[nH]2)cc1	16*	?	32%[activator]	45	?	?
Cc1cc(N2CCCC2)ccc1NC(=O)CN1C(=O)NC2(CCCCC2)C1=O	/	/	16%	/	-27%	-17%
Cc1ccc(-n2nc3c(=O)n(CC(=O)NC(C)CCc4ccccc4)nc(C)c3c2C)cc1 (stereo unspecified)	-2	5%	?	6	2.2µM*	1%
COc1ccc(CN2CCN(Cc3ccc4cc(F)ccc4n3)CC2CCO)c(C)c1C (stereo unspecified)	-3	-18%	?	-10	?	?
NC(=O)c1ccc(N=Cc2c(O)n(Cc3ccco3)c(=O)[nH]c2=O)cc1	-5	-12%	22%	-8	17%	74%[activator]
O=C1c2ccccc2C(=O)c2c1cccc2N1CCN(CCO)CC1	28*	/	?	75*	?	?
CCNC(=O)CC1C(=O)N(c2ccc(C)cc2)C(=O)N1CCc1sccc1C (stereo unspecified)	7	-1%	-8%	30	0%	-11%
COc1ccc(-n2nnnc2SCC(=O)c2cc3ccccc3o2)cc1	9	1%	?	46	?	-10%
O=C(N/N=C/c1c(O)n(Cc2ccco2)c(=O)[nH]c1=O)c1ccccc1O	22*	?	11%	73*	-7%	2%
O=C(NCc1ccccc1)C1CCCN1C(=O)Nc1ccccc1[N+](=O)[O-] (stereo unspecified)	1	-2%	?	-6	6%	17%
COc1ccc(NC(=O)O/N=C/c2ccc(N(C)C)cc2)cc1	33*	-19%	10%	57*	?	12%
CC(C)=C1C2CCC1C1C(=O)N(c3nc(-c4ccccc4)c(C)s3)C(=O)C21 (stereo unspecified)	2	19%	2%	9	3%	-5%
Cc1cccc(NC(=O)Cc2noc3ccccc23)c1C	22	5%	32%[activator]	34*	19%	32%[activator]
O=C(c1cn(-c2ccccc2)nc1-c1cc2ccccc2oc1=O)N1CCOCC1	7	1%	9%	-15	-2%	-20%
O=C(CCS(=O)(=O)Cc1ccccc1)NCC1CCCO1 (stereo unspecified)	-3	4%	/	11	0%	1%
Cc1nc2cccc(C(=O)NC3CCCCC3)c2o1	-1	-4%	-19%	-5	12%	-2%
CSc1cc(C)[nH]c(=O)n1	4	6%	0%	19	5%	21%
O=c1c2c(nc3cc(-c4ccccc4Cl)[nH]n13)CCS2	38*	?	-28%	78*	6%	-56%
CCOC(=O)C1=C(COC(=O)CNC(=O)c2cc(OC)c(OC)c(OC)c2)NC(=O)NC1C (stereo unspecified)	/	/	27%	/	6%	-24%
C#Cc1ccc([C@H]2C=C(C(=O)O)O[C@@H](OCc3ccc(CO)cc3)C2)cc1	-3	9%	0%	-14	41%[activator]	0%
Cc1ccc(-c2noc(CCC(=O)Nc3cccc(C#N)c3)n2)cc1	34*	-5%	?	34*	?	?
O=C(CONS(=O)(=O)c1ccc(Cl)cc1)NCCNc1ncc(C(F)(F)F)cc1Cl	-2	-3%	18%	-13	-12%	-11%
COC(=O)C1CCN(C(=O)COC(=O)CNC(=O)c2ccc(Cl)cc2Cl)CC1	/	/	-7%	/	9%	-27%
CC(=O)Nc1ccc2oc(-c3ccccc3)nc2c1	41*	-2%	-16%	93*	-3%	/
CC(CNC(=O)CCc1nnc2ccc(N3CCC4(CC3)OCCO4)nn12)c1ccccc1 (stereo unspecified)	-1	/	6%	-5	?	?
Nc1c(O)ccc2c1C(=O)c1ccccc1C2=O	12*	?	?	34	-13%	21%
CC1=NN(C(N)=S)C(=O)C1N=Nc1ccc([N+](=O)[O-])cc1 (stereo unspecified)	53*	?	465%[activator]	39*	6%	/
CCN(CC)C(=O)c1ccc(NC(=O)C2=C(C)OCCS2)cc1	9	9%	-1%	18	14%	30%
CCOc1cc(CNC2CCCC2)ccc1OCc1ccccc1Cl	-8	1%	-55%[5.75 µM]	-4	3.2µM*	?
CN(C)S(=O)(=O)c1ccc(N2CCCC2)c(C(=O)NCC2CCCO2)c1 (stereo unspecified)	/	/	5%	/	27%	?
Nc1c(C(=O)O)sc2nc(-c3ccccc3)cc(-c3ccc(Cl)cc3)c12	-2	22%	?	-14	4%	2%
CN(C(=O)CN1C(=O)S/C(=C\c2ccc(F)cc2)C1=O)C1CCS(=O)(=O)C1 (stereo unspecified)	1	7%	11%	8	-10%	-4%
COc1ccc(C(=O)Oc2coc(CSc3nnc(NC(=O)c4cccs4)s3)cc2=O)cc1	1	7%	13%	-10	22%	17%
O=C(CCn1ccc2cc(S(=O)(=O)N3CCCC3)ccc21)NCCc1ccccc1	-3	/	33%	-3	-27%	-13%
COCCCNC(=O)CCc1nnc(Cc2ccc(-c3ccccc3)cc2)o1	0	0%	?	1	11%	-22%
O=C(CN1CCOCC1)NC1CC2CCC1C2 (stereo unspecified)	4	0%	/	25	12%	16%
CC(C)CCN1CCN(Cc2coc3ccccc3c2=O)CC1CCO (stereo unspecified)	12	-13%	4.1µM*	23	20%	3%
C/C(=N\NC(=O)Cc1csc(N2CCOCC2)n1)c1ccccc1	-1	7%	/	10	?	-10%
CCc1noc(C)c1C(=O)N(CCC(C)C)c1c(N)n(Cc2ccccc2)c(=O)[nH]c1=O	/	/	17%	/	23%	?
Cc1csc(Cn2c(CN(C)C)nc3ccccc3c2=O)n1	-2	0%	-3%	-12	7%	-7%
C=CCNc1nc2ccccc2nc1NS(=O)(=O)c1ccc(F)cc1	-1	?	0%	-3	-9%	13%
CC1CCN(c2c(NCc3ccc(C(=O)N(C)C4CCCCC4)cc3)c(=O)c2=O)CC1	-1	6%	-19%	14	-5%	8.3µM*
Cc1[nH]nc2nc3c(c(OC(=O)c4ccccc4)c12)c(=O)n(C)c(=O)n3C	-1	-3%	?	-8	/	/

Later entries:
SMILES	Cycloheximide cs	Giardia FBPA inh	Pf growth 96h	Shiga toxin inh	HCV inhibitor	Pf growth 48h
Cc1cccc(OC(=O)CN2C(=O)C3C4CCC(C4)C3C2=O)c1C (stereo unspecified)	5	3%	36%	-19	-5%	4%
O=C(OCC(=O)c1ccc[nH]1)c1ccc(Br)cc1	/	/	10%	/	11%	64%[activator]
COc1ccc(CCN2C(=O)CC(C(N)=O)SC2=Nc2ccccc2)cc1 (stereo unspecified)	-3	-3%	1%	-10	0%	-3%
O=C(NCC1CCCO1)C(=O)NCC(c1ccco1)N1CCN(c2ccccc2F)CC1 (stereo unspecified)	2	0%	-7%	14	-14%	51%[activator]
N#Cc1cccc(NC(=S)Nc2ccccc2)c1	0	-27%	64%[activator]	-2	10%	33%[activator]
O=C(CCN1CCN(c2ccccc2F)CC1)Nc1ccccc1F	18*	2%	-8%	34	-11%	27%
CCCCSc1nnc(-c2ccc(C)cc2)o1	41*	-2%	/	63*	15%	199%[activator]
CCCCC(=O)NS(=O)(=O)c1ccc(N=NN2CCOCC2)cc1	-2	8%	23%	-10	9%	14%
O=C1CCC(=O)N1c1ccc(CSc2nc3ccccc3[nH]2)cc1	27*	0%	39%[activator]	87*	9%	60%[activator]
NC(=O)COC(=O)c1ccc(Cl)c(S(=O)(=O)N2CCCCCC2)c1	-3	7%	6%	22	10%	?

Quoted at random: 2 records from the list, in no set order.
SMILES	Cycloheximide cs	Giardia FBPA inh	Pf growth 96h	Shiga toxin inh	HCV inhibitor	Pf growth 48h
COc1ccc(C(=O)Oc2coc(CSc3nnc(NC(=O)c4cccs4)s3)cc2=O)cc1	1	7%	13%	-10	22%	17%
COc1cc(NC(C)CCCN)c2ncccc2c1Oc1ccccc1 (stereo unspecified)	-4	?	2.1µM*	-5	7.9µM*	?

(listing goes on)
SMILES	Cycloheximide cs	Giardia FBPA inh	Pf growth 96h	Shiga toxin inh	HCV inhibitor	Pf growth 48h
CCOC(=O)c1[nH]c2cc(OC)c(OC)cc2c1NC(=O)CN(C)C1CCCCC1	-1	6%	4%	-14	?	?
COc1ccccc1N1CCN(S(=O)(=O)c2c(C(=O)N3CCOCC3)c(C)n(C)c2C)CC1	9	4%	12%	-12	-6%	34%[activator]
Cc1ccc(-c2nc3cc(N)ccc3o2)cc1Br	39*	6%	4.7µM*	/	-8%	88%[activator]
O=C(Nc1ccnn1C1CCN(Cc2ccc(CO)o2)CC1)c1ccccc1	2	/	?	-4	8%	-4%
C=C(C)COc1ccc(-c2nc(N)ncc2-c2ccccc2OC)c(O)c1	-2	-11%	?	-4	10µM*	-83%
O=C(N/N=C/c1ccccn1)c1sc2ccccc2c1Cl	44*	5µM*	?	89*	15%	?
COc1ccccc1OCC#CCN1CCCC(C)C1 (stereo unspecified)	5	?	19%	17	18%	12%
O=C(CN1C(=O)NC2(CCc3ccccc3C2)C1=O)NCC(F)(F)F (stereo unspecified)	-1	3%	-8%	-10	-1%	22%
CN(C(=O)CSc1nnc(-c2cccnc2)o1)C1CCCCC1	/	/	-32%	/	1%	-3%
Cc1ccc(-c2csc3ncn(/N=C/N(C)C)c(=O)c23)o1	-2	-1%	/	-7	1%	16%
O=c1c2cnn(-c3ccccc3)c2nnn1/N=C/c1cccnc1	6	1%	71%[activator]	-9	-25%	?
CC1CCN(S(=O)(=O)c2cc3c4c(c2)C(C)C(=O)N4CCC3)CC1 (stereo unspecified)	7	/	?	-2	15%	-19%
CCCCc1cc(=O)oc2cc(C)cc(OCC(=O)O)c12	-9	14%	7%	-23	-9%	6%
COc1ncnc(NS(=O)(=O)c2ccc(N)cc2)c1OC	/	0%[21.7 µM]	5%&-20%	/	5%	6%&5%
COCCNC(=O)CSc1nc2cc3c(cc2c(=O)n1CCCC(=O)NCCc1ccc(OC)c(OC)c1)OCO3	0	4%	31%[activator]	20	12%	?
COC(=O)C1=C(O)CSC1=Nc1ccc(C)cc1	-3	-2%	?	-1	2%	-6%
CCCc1noc(-c2cccc([N+](=O)[O-])c2)n1	22	4%	-36%	63	7%	39%[activator]
CCOC(=O)CNC(=O)COc1coc(CN2CCN(c3ccc(F)cc3)CC2)cc1=O	0	/	?	12	-13%	7%
O=C(COC(=O)c1cc[n+]([O-])cc1)Nc1ccc(SC(F)F)cc1	-2	-4%	-15%	25	8%	24%
COC(=O)CN1C(=O)C2(OCCCO2)c2ccccc21	-1	1%	?	16	3%	5%
COc1ccsc1NC(=O)OCc1ccc(Cl)cc1	37*	3%	96%[activator]	44*	-26%	/
O=[N+]([O-])c1ccc(Sc2ccc(Cl)c(Cl)c2)nc1	6	0%	-24%	-12	?	10%
O=C(NN1CC(=O)N(c2cc(Cl)cc(Cl)c2)CC1=O)c1sccc1Cl	0	-1%	-1%	-6	13%	?
